Source: PubChem (National Center for Advancing Translational Sciences (NCATS))
Epigenetic derep: Quantitative High-Throughput Screen for Regulators of Epigenetic Control | 0.2% of 280,000 active | murine LDR cells, GFP reporter derepression, 30 h | Potency, µM (doses to about 53.9 µM), inactives show at the top dose GFP activation, usual class: activators; also: potency is read from the fitted curve at half-maximal effect; % of control where 0% means no effect; nearly all actives have a fitted effect of over 60% in size
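Murine LDR cells bearing a silenced CMV-driven GFP reporter were exposed to compound for 30 h at 37 C. After PBS washes, GFP-positive cells (20-120 um objects) counted by laser-scanning microplate cytometry.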
IMPase Li cell: qHTS Assay for Identifying the Cell-Membrane Permeable IMPase Inhibitors: Potentiation with Lithium; CHO-M1 cells, IP1 TR-FRET (IP-One), carbachol + lithium; Potency, µM (series often up to 59.4 µM), for the others: top-dose activity, negative = IMPase inhibition, hits mostly inhibitors; 0.35% of 210,000 active; AID 1457, 2008;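 also: IP1 builds up when IMPase is blocked and the TR-FRET signal falls; potency is read from the fitted curve at half-maximal effect; plate controls were basal vehicle for no effect and high inhibitor control for full effect; nearly all actives have a fitted effect of over 50% in size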
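CHO cells stably expressing M1 receptor (2000/well) were cultured 16–30 h, then exposed to compounds with a small lithium addition for 30 min at 37C. IP1 was measured by TR-FRET competition; AC50 from Hill fits.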
Luc counter: Counterscreen for Luciferase (Kinase-Glo TM) Inhibition; Kinase-Glo luciferase, ATP luminescence, 8 min; Potency, µM (titrated, usually from 38.3 µM), without a hit: top-dose activity change, negative = inhibition, most hits filed as inhibitors; AID 1379, 2008; 0.28% of 200,000 active; also: potency is read from the fitted curve at half-maximal effect; % is scaled to controls: 0 for no effect and ±100 for the full control effect; nearly all actives have a fitted effect of over 60% in size
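Compounds were added to a substrate mix at pH 7.2 (50 mM imidazole, 10 uM ATP, within the enzyme's linear range), followed by Kinase-Glo detection reagent; luminescence was measured after 8 minutes at ambient temperature.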
GLA spleen mod: qHTS Assay for Inhibitors and Activators of Human alpha-Galactosidase From Spleen Homogenate | Alpha-galactosidase A (Homo sapiens), P06280 | AID 2107, 2009 | Potency, µM (titrated, usually from 80 µM), for inactives: top-dose activity change, negative = inhibition, hits mostly inhibitors | human spleen homogenate, 4MU-alpha-Gal fluorescence, 40 min | 0.008% of 240,000 active;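 also: potency is read from the fitted curve at half-maximal effect; 0% = enzyme with vehicle and -100% = no enzyme basal signal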
Target sequence (P06280 32-429 limits assumed): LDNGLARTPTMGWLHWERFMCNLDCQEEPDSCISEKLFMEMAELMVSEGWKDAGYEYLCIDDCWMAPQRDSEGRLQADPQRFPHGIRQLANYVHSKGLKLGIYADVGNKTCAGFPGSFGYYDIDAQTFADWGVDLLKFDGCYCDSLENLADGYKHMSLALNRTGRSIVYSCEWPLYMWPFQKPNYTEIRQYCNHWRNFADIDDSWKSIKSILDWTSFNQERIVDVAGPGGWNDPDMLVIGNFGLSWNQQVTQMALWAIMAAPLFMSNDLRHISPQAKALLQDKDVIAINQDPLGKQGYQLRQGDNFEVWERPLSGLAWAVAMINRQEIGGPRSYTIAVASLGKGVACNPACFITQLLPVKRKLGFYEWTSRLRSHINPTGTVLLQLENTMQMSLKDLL
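Inhibition or activation of alpha-galactosidase in human spleen homogenate is scored by 4-MU fluorescence after 40 min at 37C, pH 5.0, with 1 mM substrate. AC50s come from concentration-response fitted to the Hill equation.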
CBFb-RUNX1 inh: qHTS Assay for Compounds Blocking the Interaction Between CBF-beta and RUNX1 for the Treatment of Acute Myeloid Leukemia; Runt-related transcription factor 1 (Homo sapiens) + Core-binding factor subunit beta …; AlphaScreen CBFb-His/RUNX1-biotin binding, biochemical; Potency, µM (doses to about 59.8 µM), inactives show top-dose activity, negative = inhibition, actives largely listed as inhibitors; 230,000 tested, under 10 active; AID 1477, 2009; also: % of control where 0% means no effect
Target sequence (Q01196 whole entry, looked up): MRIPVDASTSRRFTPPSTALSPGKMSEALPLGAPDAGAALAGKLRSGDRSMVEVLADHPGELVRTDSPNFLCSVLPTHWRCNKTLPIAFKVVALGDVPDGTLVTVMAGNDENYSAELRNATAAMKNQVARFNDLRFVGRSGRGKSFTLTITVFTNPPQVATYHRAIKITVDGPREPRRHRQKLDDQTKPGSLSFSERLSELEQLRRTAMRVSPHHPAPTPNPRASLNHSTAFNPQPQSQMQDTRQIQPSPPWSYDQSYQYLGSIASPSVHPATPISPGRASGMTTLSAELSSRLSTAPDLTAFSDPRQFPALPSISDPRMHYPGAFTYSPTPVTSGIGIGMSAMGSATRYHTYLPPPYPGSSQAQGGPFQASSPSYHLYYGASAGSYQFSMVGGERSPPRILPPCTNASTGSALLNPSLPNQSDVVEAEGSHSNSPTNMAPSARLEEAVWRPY
Target sequence (Q13951 whole entry, looked up): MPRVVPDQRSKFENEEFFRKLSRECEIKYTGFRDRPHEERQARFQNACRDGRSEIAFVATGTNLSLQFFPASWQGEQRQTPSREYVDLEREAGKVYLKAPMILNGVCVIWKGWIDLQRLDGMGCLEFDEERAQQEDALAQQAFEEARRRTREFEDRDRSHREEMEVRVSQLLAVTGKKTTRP
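Bead-based AlphaScreen assay; binding partners His-tagged CBF-beta and biotinylated RUNX1 at 30 nM each. Compound exposure 15 min after a 20-min protein preincubation; bead step 90 min; all steps at room temperature.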
NPSR antagonist: qHTS Assay for Antagonists of the Neuropeptide S Receptor: cAMP Signal Transduction. Q6W5P4. CHO-NPSR cells, cAMP TR-FRET, antagonist mode. Potency, µM (titrated, usually from 38.3 µM), for the others: at the top dose activity change, negative = inhibition, hits mostly inhibitors. 1% of 220,000 active; also: potency is read from the fitted curve at half-maximal effect; % is scaled to controls: 0 for no effect and ±100 for the full control effect; nearly all actives have a fitted effect of over 50% in size; many of its hits are not listed in these tables
LMNA splice mod: qHTS Assay for Modulators of Lamin A Splicing | HeLa LMNA splicing GFP/RFP minigene ratio, 48 h | Potency, µM (highest dose often 46.1 µM), inactives show at the top dose ratio change, negative = inhibition, usual class: inhibitors | 0.01% of 200,000 active; active = well fitted inhibition curve with a large enough effect in the signal ratio, with a control signal flat, not every such curve was filed as active; inconclusive = small, poorly fitted or top-dose-only effect, or effect the other way, or a change in a side signal; the % refers to the signal ratio; also: potency is read from the fitted curve at half-maximal effect; % is scaled to controls: 0 for no effect and ±100 for the full control effect
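S3 HeLa cells stably expressing lamin A-EGFP splicing minigene plus DsRed2, 600 cells/well, 48 h compound exposure at 37C. Laser-scanning cytometry; analysed as GFP (500-530 nm)/RFP (575-640 nm) total intensity ratio; 0.5% DMSO vehicle.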
* hit, by the source's call; ? = inconclusive; nt = no result given; & = joins results of further samples; [ ] = another dose, or the depositor's remark. Unless noted, calls follow the shape of the dose curve; as a rule, active = well fitted curve in the direction sought with a large enough effect; inconclusive = small, poorly fitted or top-dose-only effect, or another doubt; inactive = no such curve, though single readings can be large; an effect the other way counts as inactive or inconclusive. Only part of the results is shown; count on the stated rates, not on these rows.

Compound,Luc counter,CBFb-RUNX1 inh,Epigenetic derep,IMPase Li cell,GLA spleen mod,NPSR antagonist,LMNA splice mod
O=C(CNC(=O)c1ccccc1)N/N=C/c1cn[nH]c1-c1ccccc1,1%,-6%,-3.2%,1%,1%,11%,-14%
O=S(=O)(c1ccc(F)cc1)N1CCN(c2ccccn2)CC1,1%,3%,-0.1%,2%,1%,-1%,?
Cn1cccc1C(C#N)(CC#N)c1cccc(F)c1C#N (stereo not given),2%,-13%,0.2%,-14%,-6%,5%,nt
O=C(NCCN1CCc2ccccc2C1)Nc1ccc([N+](=O)[O-])cc1,-1%,-1%,2.1%,4%,-11%,-15%,nt
Cc1cc(NC(=O)NC2(C(F)(F)F)Oc3ccc(Cl)cc3O2)no1 (stereo not given),1%,-1%,0.0%,4%,-4%,-13%,?
Cc1ccc(C(=O)Nc2nc3ccc(S(C)(=O)=O)cc3s2)s1,-6%,3%,-3.4%,-8%[38.3 µM],6%,?,6%
COc1cccc(/C=N/NC(=O)C(c2ccncc2)N2CCOCC2)c1 (stereo not given),nt,1%,-1.1%,nt,2%,20%,nt
COCCNC(=O)c1ccccc1NC(=O)C1COc2ccccc2O1 (stereo not given),-4%,3%,-1.5%,2%[38.3 µM],18%,5%[46.1 µM],-2%
O=C(NCc1ccc2c(c1)OCO2)C1CCCN1S(=O)(=O)c1ccc(F)cc1 (stereo not given),nt,2%,-1.7%,nt,-4%,5%,nt
C=CCOc1nc(N2CCCC2)nc(N2CCCC2)n1,-2%,7%,0.0%,24%[38.3 µM],-4%,0%[46.1 µM],17%

Continuation:
Compound,Luc counter,CBFb-RUNX1 inh,Epigenetic derep,IMPase Li cell,GLA spleen mod,NPSR antagonist,LMNA splice mod
CCn1cc(S(=O)(=O)Nc2cc(F)ccc2C)cn1,-1%,4%,0.9%[10.1 µM],-4%,-10%,14%,nt
CCOc1ccc(N2C(=O)/C(=C/c3cccs3)N(CC(=O)OC)C2=S)cc1,-5%,-2%,8.4%,-12%[38.3 µM],8%,-15%[46.1 µM],5%
Nc1cc(=O)[nH]c(SCC(=O)Nc2ccc(F)c(Cl)c2)n1,-2%,-4%,-0.3%,10%[38.3 µM],-10%,-12%[46.1 µM],7%
O=S(=O)(c1ccc(N2CCCCCC2)nc1)N1CCCC1,-1%,-6%,-1.9%,19%,5%,7%,nt
Cc1ccc(NC(=O)CNCC2CCCCC2)cc1S(=O)(=O)N(C)C,nt,10%,8.3%,nt,7%,-13%,nt
O=C(Oc1oc(-c2ccco2)nc1C=Nc1ccc(Cl)cc1)c1ccco1,-1%,-4%,0.0%,-3%[38.3 µM],2%,-6%[46.1 µM],-2%
COC(=O)CC/C(O)=C1\C(=O)CC(C)(C)CC1=Nc1ccccc1OC,15%,2%,0.8%,22%[38.3 µM],-1%,-5%[46.1 µM],3%
N#C/C(=C(/O)Cc1cccc2ccccc12)c1nc2ccccc2s1,-2%,1%,-3.0%,18%[38.3 µM],5%,-8%[46.1 µM],-13%
S=c1[nH]nc(-c2cc(-c3ccccc3)n[nH]2)n1/N=C/C(Br)=C/c1ccccc1,nt,-5%,-4.5%,nt,-2%,?,nt
COc1ccc(-c2ccc(-c3noc(-c4ccco4)n3)c(OC)n2)cc1,5%,1%,?,1%,-5%,-28%,11%

New compounds follow.
Compound,Luc counter,CBFb-RUNX1 inh,Epigenetic derep,IMPase Li cell,GLA spleen mod,NPSR antagonist,LMNA splice mod
CCCCCCc1cc2cc(C(=O)Nc3ccc(OC)cc3)c(=O)oc2cc1O,-1%,4%,-0.9%,9%,-1%,-12%,?
O=C(Nc1cccc([N+](=O)[O-])c1)C1CC(=O)N(C2CCCCC2)C1 (stereo not given),1%,4%,1.6%,2%,-5%,-10%,17%[46 µM]
COc1ccccc1OCC(=O)N(Cc1nc(-c2ccccc2)no1)C1CCCCC1,1%,3%,-1.1%,28%[38.3 µM],-11%,?,?
CC(C)Cc1nc2c(nnn2Cc2ccccc2F)c(=O)[nH]1,nt,18%,-0.3%,nt,-5%,-5%,nt
Cc1ccc2c(c1)NC(=O)C(CC(=O)NCCCN1CCN(c3cc(C)ccc3C)CC1)O2 (stereo not given),-9%,0%,-4.2%,-5%[38.3 µM],-1%,2%[46.1 µM],-9%
COc1ccc(NC(=S)N2CCCCC2c2cccnc2)cc1 (stereo not given),nt,6%,-1.0%,nt,3%,16%,nt
Nc1nnc(CCCCCc2nnc(N)s2)s1,3%,6%,-1.4%,-2%,5%,12%,16%[46 µM]
O=C(O)C1C2CCC(C2)C1C(=O)NCCCn1ccnc1 (stereo not given),-3%,10%,-0.4%,-6%[38.3 µM],-13%,3%[46.1 µM],1%
CC(=O)N1CC=CC1(CC(C)C)C(=O)O (stereo not given),0%,8%,1.3%,-9%,-2%,nt,nt
COc1ccc(CC(=O)Nc2ccc(C(C)=O)cc2)cc1,-4%,-1%,0.4%,5%,4%,5%,nt

Next structures follow:
Compound,Luc counter,CBFb-RUNX1 inh,Epigenetic derep,IMPase Li cell,GLA spleen mod,NPSR antagonist,LMNA splice mod
COC(=O)c1ccc(C(NC(=O)OCc2ccccc2)/C(=C/[C@@H](C)C(=O)NCc2ccccc2)c2cccnc2)cc1 (stereo not given in full),-3%,6%,1.5%,2%,0%,nt,nt
COc1ccc(C(C)(C)C)cc1NC(=O)CCCn1c(=O)oc2ccccc21,6%,2%,-1.0%,7%,8%,-18%,-8%
Cn1c(-c2cccc(OCc3ccccc3)c2)nc2c1c(=O)[nH]c(=O)n2Cc1ccccc1,-4%,0%,-1.4%,?,8%,?,5%
Cc1ccc(-c2nc(N3CCOCC3)sc2C(=O)N2CCOCC2)cc1,-1%,-3%,-0.9%,10%,5%,5%,-2%
CCn1c2ccccc2c2nc3cc(OC)c(OC)cc3nc21,nt,?,-0.8%,nt,?,-5%[46.1 µM],-12%
NS(=O)(=O)c1ccc(CNC(=O)Cc2c(F)cccc2Cl)cc1,1%,3%,1.3%,-2%,9%,8%,nt
Cc1ccc(NC(=O)c2ccc(OC(F)F)cc2)cc1S(=O)(=O)N(C)C,-6%,-2%,-1.3%,4%,8%,-2%,?
CCOC(=O)c1ccc2[nH]c3ccccc3c2c1,0%,2%,1.5%,-12%,-8%,13%,3%[46 µM]
Cc1cc(C)n(C(=O)CSc2ccc(Cl)cc2)n1,-3%,1%,-0.3%,-4%[38.3 µM],4%,-1%[46.1 µM],4%
CC(C)OC(=O)n1c(=S)oc2ccccc21,-2%,-1%,-0.1%,14%[38.3 µM],2%,-8%[46.1 µM],-3%

(listing goes on)
Compound,Luc counter,CBFb-RUNX1 inh,Epigenetic derep,IMPase Li cell,GLA spleen mod,NPSR antagonist,LMNA splice mod
N#Cc1cc2c(nc1SCC(=O)N1CCCCC1)CCCC2,2%,6%,-1.1%,19%[38.3 µM],6%,-26%[46.1 µM],7%
C=CCOc1ccc(C2C(C(=O)c3ccco3)=C(O)C(=O)N2CCCN(CC)CC)cc1 (stereo not given),nt,-1%,-3.6%,nt,-11%,-2%[46.1 µM],5%
CN(Cc1cn(C)nc1-c1ccccc1F)Cc1nccn1C,-1%,5%,-4.3%,9%,6%,1%,?
Cc1noc(C)c1-c1cncnc1N(C)Cc1ccco1,nt,nt,nt,15%,8%,nt,15%
CCC1CCCN1Cn1cnc2c([nH]c3ccc(C)cc32)c1=O (stereo not given),-5%,-4%,-2.1%,-4%,-2%,8%,-4%
CCc1ccc(C2CC(=O)Nc3c2c(=O)nc2c(C)cccn32)cc1 (stereo not given),0%,10%,-1.0%&0.7%,1%,-5%,12%,18%[46 µM]
CCc1c(-c2ccccc2)[n+](=O)c2c(n1[O-])CCC2,nt,3%,-1.0%,nt,9%,-11%,nt
CC(NC(=O)C(c1ccccc1)c1ccccc1)C(=O)O (stereo not given),nt,5%,-8.2%,nt,3%,7%[46.1 µM],-1%
COc1ccc(NC(=O)Nc2ccc(Cc3ccncc3)cc2)cc1OC,1%,-17%,1.4%,12%[38.3 µM],3%,-7%[46.1 µM],-7%
Cc1ccc(N(C(=O)Cn2nnc3ccccc32)C(C(=O)NCc2ccccc2)c2ccccn2)cc1 (stereo not given),0%,-1%,4.2%,-5%,6%,-9%,-7%

Going on with the list.
Compound,Luc counter,CBFb-RUNX1 inh,Epigenetic derep,IMPase Li cell,GLA spleen mod,NPSR antagonist,LMNA splice mod
Cc1cc(C(=O)COC(=O)c2ccc[nH]c2=O)c(C)n1C1CC1,-4%,1%,-0.9%,-5%,1%,7%,1%
COC(=O)c1cccnc1NC(=S)NC1CCCCC1,nt,1%,-0.2%,3%,3%,-11%,nt
CCOC(=O)C(CCCP(=O)(c1ccccc1)c1ccccc1)(NC(C)=O)C(=O)OCC,nt,0%,-4.4%,nt,4%,19%,nt
O=C(Cn1nc(-c2ccccc2)c2ccccc2c1=O)Nc1ccc(F)cc1,nt,-1%,0.5%,nt,-1%,-54%,nt
N#CCSc1nc2c(c(=O)n1Cc1ccco1)C1(CCCC1)Cc1ccccc1-2,-8%,0%,-1.1%,-3%[38.3 µM],5%,?,?
CCNC(=O)CC1C(=O)N(c2ccccc2)C(=O)N1Cc1ccc(OC)cc1 (stereo not given),2%,1%,-13%,-1%[38.3 µM],3%,-11%[46.1 µM],-8%
O=C(CSc1ccc(-c2ccccc2)nn1)N1CCOCC1,-23%,5%,-1.1%,8%[38.3 µM],0%,-8%[46.1 µM],-8%
O=C(NCc1cccs1)C1CCN(S(=O)(=O)N2CCCC2)CC1,-1%,4%,-2.0%,-8%[38.3 µM],4%,-13%[46.1 µM],-5%
Cc1ccsc1C1Nc2ccc3ncccc3c2C2=C1C(=O)CCC2 (stereo not given),-8%,-2%,-0.2%,-6%[38.3 µM],-16%,-15%[46.1 µM],-11%
